# aSyn yeast rescue = rescues yeast growth from alpha-synuclein toxicity; S. cerevisiae alpha-synuclein toxicity rescue, BacTiter-Glo growth, 24 h; Potency, µM (titrated, usually from 46.1 µM), without a hit: top-dose growth rescue (activation), hits mostly activators; actives 0.02% (n = 94,000); AID 1347070; active means well fitted activation curve with a large enough effect; inconclusive means small, poorly fitted or top-dose-only effect; further: 0% is about no effect
#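 Growth restoration measured by BacTiter-Glo luminescence after 24 hr at 30 deg C; alpha-synuclein yeast, raffinose-pregrown to mid-log, were added at OD600=0.02 in galactose medium onto pinned compounds.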
# * hit, by the source's call; ? = inconclusive. Potency means the concentration at half of the fitted maximal effect.
SMILES,aSyn yeast rescue
Cc1cccc(N2C(=O)NC(=O)/C(=C\c3ccc(N4CCOCC4)cc3)C2=O)c1,-0.7%
Cc1nnc(NC(=O)c2cccn(Cc3cccc([N+](=O)[O-])c3)c2=O)s1,-6.6%
N#Cc1cc2c(nc1SCC(=O)Nc1ccc(Cl)c(C(F)(F)F)c1)C1CCN2CC1,-8.3%
O=C(Nc1ccc(F)c([N+](=O)[O-])c1)c1cccn(Cc2ccccc2)c1=O,0.6%
CN1CCN2c3ccccc3CC3(C(=O)N(C)C(=O)N(C)C3=O)C2C1 (stereo not given),-1.0%
CCCCN1C(=N)C(CC)(CC)C(=O)NC1=O,7.3%
CCOC(=O)c1cccc(C2=C(CNC(=O)c3nccs3)[C@H]3CC[C@@H](C2)N3Cc2ccccc2)c1,-2.2%
O=c1c2ccccc2[nH]c(=S)n1-c1cccc(C(F)(F)F)c1,-5.8%
FC(F)(F)c1cccc(NC2=NCCS2)c1,1.8%
COc1ccccc1OCC#CCN1CCOCC1,-1.4%

# Arranged by heavy-atom count (low to high): 3 of the compounds above.
SMILES,aSyn yeast rescue
O=C(Nc1ccc(F)c([N+](=O)[O-])c1)c1cccn(Cc2ccccc2)c1=O,0.6%
Cc1cccc(N2C(=O)NC(=O)/C(=C\c3ccc(N4CCOCC4)cc3)C2=O)c1,-0.7%
N#Cc1cc2c(nc1SCC(=O)Nc1ccc(Cl)c(C(F)(F)F)c1)C1CCN2CC1,-8.3%

# More structures:
SMILES,aSyn yeast rescue
Cn1c(=O)[nH]c2nncnc2c1=O,-2.1%
Cc1cc(C(=O)CS(=O)(=O)c2ccc(F)cc2)cc(C)c1OC(=O)N(C)C,9.6%
O=C(COc1ccc(Br)cc1)Nc1ccc(Cl)cc1C(=O)c1ccccc1,1.9%
CCOC(=O)c1cccc(C2=C(CNC(=O)c3ccncc3)[C@H]3CC[C@@H](C2)N3Cc2ccccc2)c1,-1.4%
C=CCn1c(O)c(C(C)=Nc2cccc(C(=O)O)c2)c(=O)[nH]c1=O,8.1%
Cc1sc2ncnc(N3CCC(C(=O)Nc4ccc(C#N)c(Cl)c4)CC3)c2c1C,-19.0%
O=C1Nc2ccccc2/C1=C/c1nc2ccccc2c(=O)n1-c1ccc(O)cc1,-10.4%
CC(C)OP(=O)(OC(C)C)C(O)c1ccccc1F (stereo not given),-1.5%
COc1ccc2c(CN3CC=C(c4ccccc4)CC3)cc(=O)oc2c1,-8.2%
Cc1ccccc1Cn1cccc(C(=O)Nc2cc(Cl)ccc2C#N)c1=O,-6.7%

# The list goes on; the last four above are carried over.
SMILES,aSyn yeast rescue
O=C1Nc2ccccc2/C1=C/c1nc2ccccc2c(=O)n1-c1ccc(O)cc1,-10.4%
CC(C)OP(=O)(OC(C)C)C(O)c1ccccc1F (stereo not given),-1.5%
COc1ccc2c(CN3CC=C(c4ccccc4)CC3)cc(=O)oc2c1,-8.2%
Cc1ccccc1Cn1cccc(C(=O)Nc2cc(Cl)ccc2C#N)c1=O,-6.7%
O=C1NC(=O)C(CCc2ccncc2)(CCc2ccncc2)C(=O)N1C1CCCCC1,5.4%
COC(=O)c1ccccc1NC(=O)c1cccn(Cc2cccc(Cl)c2)c1=O,0.9%
O=C(CCN1CC=C(c2ccccc2)CC1)NCc1ccccc1,-8.0%
COc1ccc(CNCCc2ccc3c(c2)OCO3)cc1Br,-6.8%
Cc1ccc2c(c1)C(Cc1nc3ccccc3c(=O)n1-c1ccc(Br)cc1)C(=O)N2 (stereo not given),?

# Shown field by field: part of the list above.
O=C1NC(=O)C(CCc2ccncc2)(CCc2ccncc2)C(=O)N1C1CCCCC1
  aSyn yeast rescue: 5.4%
COC(=O)c1ccccc1NC(=O)c1cccn(Cc2cccc(Cl)c2)c1=O
  aSyn yeast rescue: 0.9%
O=C(CCN1CC=C(c2ccccc2)CC1)NCc1ccccc1
  aSyn yeast rescue: -8.0%

# Screening results (PubChem BioAssay)

# This is a subset (hit frequency here may not be typical).
